Glyco luc inh – N-linked glycosylation inhibition | D54 ERlucT glycosylation luciferase reporter, 24 h; percent of 100 nM tunicamycin response | reporter increase, % at 12.5 µM | 360,000 compounds, 0.23% hits | AID 588692;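 active = mean luciferase reporter signal, scaled so untreated is 0 and the glycosylation-blocking control 100, at or above a set limit in every replicate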;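 also: luciferase carries N-glycosylation sites so blocking glycosylation raises the light; 0% = median of neutral control wells and 100% = median of 100 nM tunicamycin wells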
aDG glyco act – alpha-DG glycosylation activation; Pro5-aDG cells, alpha-DG glycosylation AlphaScreen (IIH6); 0% Pro5, 100% B10-LARGE cell signal; activation, % at 10 µM; 360,000 compounds, 0.22% hits;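 active = activation of at least 8% versus controls, or a plate z-score of at least 8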;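 also: Pro5 are CHO cells carrying HIG-tagged alpha-DG that lacks glycosylation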
MC4R ag barr – agonists of human melanocortin 4 receptor (MC4R) beta-arrestin | U2OS MC4R beta-arrestin complementation, luminescence; percent of melanotan II response, DMSO zero | 360,000 compounds, 0.98% hits | activation, % at 8.9 µM | P32245;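 active = activation above a per-plate cutoff, the mean activation of sample wells on that plate plus 3 SD, cut at about 8% in these data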
Target sequence (P32245 whole entry, looked up): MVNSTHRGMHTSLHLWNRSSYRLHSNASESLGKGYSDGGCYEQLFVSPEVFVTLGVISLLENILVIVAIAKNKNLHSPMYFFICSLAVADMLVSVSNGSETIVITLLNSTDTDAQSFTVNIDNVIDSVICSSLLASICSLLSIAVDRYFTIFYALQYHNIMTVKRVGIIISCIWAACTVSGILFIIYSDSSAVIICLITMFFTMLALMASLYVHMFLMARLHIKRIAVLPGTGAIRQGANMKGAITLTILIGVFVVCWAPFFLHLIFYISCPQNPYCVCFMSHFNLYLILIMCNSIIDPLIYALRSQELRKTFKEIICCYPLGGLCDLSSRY
MC4R antag cAMP – human MC4R antagonism in cAMP assay | AID 540295 | inhibition, % at 6.5 µM | 360,000 compounds, 0.48% hits | MC4R-expressing cells, MTII-stimulated cAMP, LANCE TR-FRET | P32245;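 active = inhibition above its plate's cutoff, the mean of tested wells on that plate plus 3 SD, cut at about 29% in these data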;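 also: 0% = Melanotan II alone and 100% = Melanotan II plus saturating MCL0020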
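Assay system: U2OS-MC4R stable cell line; Also added: Melanotan II; Technique: Eu-cAMP/anti-cAMP TR-FRET, emission 671 nm; Times: 30-min compound, 1-h challenge, 1-h detection, room temperature.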
ABCB6 inh MLPCN – blocks the human ABCB6 transporter; 360,000 compounds, 0.19% hits; fluorescence ratio to DMSO, % at 10 µM; Q9NP58; K562-ABCB6 porphyrin accumulation, flow cytometry, 1 h; active compounds read low; AID 602162;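 active = fluorescence ratio to DMSO below 75%, the collection mean minus 3 SD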;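 also: signal is porphyrin accumulated inside mitochondria; 100% equals median channel fluorescence of DMSO control wells; lower ratio means ABCB6 inhibition with less porphyrin fluorescence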
NOD2 RIPK2 PPI – blocks binding of human NOD2 to RIPK2. CHO BLA complementation NOD2-RIPK2, CCF4 ratio. inhibition, % at 4.98 µM. 360,000 compounds, 0.38% hits. AID 624267; in the data active = inhibition above about 21%;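 also: 0% = vehicle only and 100% = reference blocker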
Target sequence (O43353 whole entry, looked up): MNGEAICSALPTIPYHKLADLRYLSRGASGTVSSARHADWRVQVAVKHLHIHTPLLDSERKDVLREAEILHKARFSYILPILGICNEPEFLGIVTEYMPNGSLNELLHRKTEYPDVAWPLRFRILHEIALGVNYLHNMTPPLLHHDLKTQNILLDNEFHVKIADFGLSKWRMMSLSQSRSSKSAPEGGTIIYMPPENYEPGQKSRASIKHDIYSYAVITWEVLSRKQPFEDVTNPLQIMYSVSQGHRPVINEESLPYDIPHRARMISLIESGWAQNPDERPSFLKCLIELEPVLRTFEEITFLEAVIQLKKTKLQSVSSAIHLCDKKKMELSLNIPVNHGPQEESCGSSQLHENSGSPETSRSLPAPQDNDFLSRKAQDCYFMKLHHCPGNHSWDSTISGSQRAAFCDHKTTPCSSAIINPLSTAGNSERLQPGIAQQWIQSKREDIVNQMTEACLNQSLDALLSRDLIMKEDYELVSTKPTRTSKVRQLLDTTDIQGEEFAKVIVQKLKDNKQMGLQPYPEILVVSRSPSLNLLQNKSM
TLR9-MyD88 inh – inhibitors of human TLR9-MyD88 binding; Q9NR96+Q99836; CHO BLA complementation TLR9-MyD88, CCF4 FRET ratio; inhibition, % at 4.98 µM; 340,000 compounds, 0.21% hits; AID 504734;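 active = inhibition above the mean over all tested compounds plus 3 SD, cut at about 21% in these data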;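 also: 0% = DMSO only wells and 100% = clavulanate BLA inhibitor control wells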
Granule exo inh – blocks lytic granule exocytosis; TALL-104 LAMP-1 surface exposure, flow cytometry; cells stimulated with thapsigargin and PMA; inhibition, % at 10 µM; 360,000 compounds, 0.66% hits;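 active = inhibition above about 55%, limit read from the data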
ABHD5 PLIN5 PPI – blocks binding of human ABHD5 to perilipin-5. inhibition, % at 4 µM. Split G. princeps luciferase complementation, luminescence, 4 h. 360,000 compounds, 0.78% hits. Q00G26+Q8WTS1;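 active = inhibition above the mean inhibition across every tested compound plus 3 SD, cut at about 22% in these data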;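 also: 0% = DMSO only wells and the 100% control is not disclosed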
Vif inh – inhibitors of HIV Vif; inhibition, % at 7.49 µM; HEK293T cells, Vif self-association by quenched fluorescence, imaging, 24 h; 340,000 compounds, 0.35% hits; in the data active = inhibition above about 50%, passing the limit was not always enough; also: some results filed as inactive read as strong as hits
The depositor's hits bear a star; · = no result given. An excerpt, so the mix of outcomes need not match the whole.

Glyco luc inh	aDG glyco act	MC4R ag barr	MC4R antag cAMP	ABCB6 inh MLPCN	NOD2 RIPK2 PPI	TLR9-MyD88 inh	Granule exo inh	ABHD5 PLIN5 PPI	Vif inh	mol
1	0.0	-1.7	0	93	-4	6	-2	-7	-21	NC(Cc1c[nH]c2ccc(OCc3ccccc3)cc12)C(=O)O (configuration not stated)
2	-0.2	-1.6	9	87	5	7	4	1	-6	COc1ccc(C2C(C(=O)N3CCOCC3)CCC(=O)N2c2ccc(OC)cc2)cc1 (configuration not stated)
10	0.1	-0.4	0	101	-9	8	-1	4	2	O=C(NCc1ccc(Cl)cc1)c1cc([N+](=O)[O-])ccc1Cl
3	0.0	0.5	7	79	-1	0	37	10	-13	CCc1noc(C)c1C(=O)Nc1cc(Cl)ccc1N1CCOCC1
-2	0.0	-2.0	10	100	-1	·	-8	5	-2	O=c1c2ccccc2c(-c2ccccc2)nn1-c1cc(Cl)cc(Cl)c1
-3	-0.2	2.3	14	100	1	9	2	10	-7	NC(=O)CC(NC(=O)c1ccccc1)c1ccc(NC2CCCCCCC2)c([N+](=O)[O-])c1 (configuration not stated)
0	0.7	4.2	-5	105	-13	0	3	8	-2	CCC(Oc1ccc(C)c(C)c1)C(=O)O (configuration not stated)
1	-0.1	1.1	3	97	-6	-2	-2	0	-1	O=C(c1cccc(N2C(=O)C3CC=CCC3C2=O)c1)N1CCCCCC1 (configuration not stated)
-4	-0.4	-1.0	15	90	-5	4	4	4	·	Cc1ccc2nc(-c3ccccc3)cc(C(=O)N(C)CC(=O)Nc3ccccc3Br)c2c1
0	0.1	-2.9	6	95	-5	3	-4	-3	11	COc1ccc(S(=O)(=O)N(CC(=O)N2CCOCC2)Cc2ccccc2)cc1
-3	0.2	1.4	4	103	4	-3	3	-5	-14	Cc1ccc(Cn2c(=O)sc3ccccc3c2=O)cc1
3	-0.1	-0.1	-4	89	0	-2	-9	1	4	C[C@@H](NCCc1ccc(O)cc1)[C@@H](O)c1ccc(O)cc1
0	0.0	-1.4	-3	99	-7	-4	-3	-5	·	CCOC(=O)c1cccc(NC(=O)CN(C)S(=O)(=O)c2cnc[nH]2)c1
2	0.3	5.3	22	104	8	-6	-4	-1	·	Cc1nc2ccc3nc(NC(=O)C4COc5ccccc5O4)sc3c2s1 (configuration not stated)
5	0.0	-0.6	6	95	-4	-17	2	0	1	COCCN(C(=S)Nc1c(C)cc(C)cc1C)C(C)c1cccs1 (configuration not stated)

Look-ups from the entries so far:
O=C(c1cccc(N2C(=O)C3CC=CCC3C2=O)c1)N1CCCCCC1 (configuration not stated) in Vif inh has -1
CCC(Oc1ccc(C)c(C)c1)C(=O)O (configuration not stated) in TLR9-MyD88 inh has 0
COc1ccc(C2C(C(=O)N3CCOCC3)CCC(=O)N2c2ccc(OC)cc2)cc1 (configuration not stated) in Vif inh has -6

(cont.)
Glyco luc inh	aDG glyco act	MC4R ag barr	MC4R antag cAMP	ABCB6 inh MLPCN	NOD2 RIPK2 PPI	TLR9-MyD88 inh	Granule exo inh	ABHD5 PLIN5 PPI	Vif inh	mol
0	0.2	0.3	-6	105	-13	1	-7	-5	-2	Cc1cc(C(=O)N/N=C/c2cccc3ccccc23)c(C)o1
2	-0.4	-2.0	-2	98	-13	-11	-17	-1	-9	O=C(OCc1cc(Cl)cc2c1OCOC2)c1cccnc1Cl
-2	-0.4	-2.8	4	111	2	7	1	-6	14	COc1cc(OC)c(OC)cc1/C=N/N(C)c1ccccc1
1	0.1	-0.9	5	830	3	5	-2	4	1	CCCN1C(=O)/C(=C/c2c(NCCCOCC)nc3c(C)cccn3c2=O)SC1=S
2	0.0	-2.3	-3	98	-11	-6	-6	5	0	O=C(COC(=O)Cc1ccccc1F)NCCNC(=O)COC(=O)Cc1ccccc1F
0	0.0	1.5	2	86	3	-1	-1	14	4	O=C(NCCCN1CCCC1=O)c1ccc2c(c1)ncn2C1CCCCC1
0	0.2	0.6	21	101	-11	5	-4	4	10	Cc1cc(Cl)nc(Cl)c1C(=O)NCc1ccc(Cl)cc1
-2	0.4	-1.4	3	103	-8	-11	-1	1	·	Cc1ccc(NC(=O)C2CCCN(S(=O)(=O)c3c(C)noc3C)C2)cc1F (configuration not stated)
-3	-0.2	-2.1	0	98	-3	-5	1	-1	-12	Cc1c(C(=O)NCCSCc2c(Cl)cccc2Cl)cccc1[N+](=O)[O-]
2	-0.4	-2.0	3	97	18	13	3	-5	11	Cc1nn(-c2ccccc2)c2c1C(c1ccc(O)c(O)c1)N1C(=N2)C(Nc2ccccc2)=Nc2ccccc21 (configuration not stated)
2	0.0	0.5	0	99	8	-7	1	3	1	COc1cccc(CNC[C@H]2O[C@@H](n3cnc(C(N)=O)n3)[C@H](O)[C@@H]2O)c1OCc1ccc(F)cc1Cl
3	0.2	0.7	-4	103	-2	-1	-3	-1	21	Cc1cc(C(F)(F)F)nn1Cc1n[nH]c(=S)n1-c1cccc(Cl)c1
-1	0.1	1.7	-5	93	4	1	-5	2	-6	O=C(NCCCc1ccccc1)c1cccc(NC(=O)C2CC2)c1
1	1.0	-1.0	25	103	4	10	-1	-3	2	COc1ccc(S(=O)(=O)NCC(=O)Nc2cccc(C)c2C)cc1OC
-2	-0.1	3.2	2	94	-3	-10	-3	-1	-6	COC(=O)C1(Cc2cc(-c3ccc([N+](=O)[O-])cc3)no2)CCN(C(=O)OC(C)(C)C)CC1
-2	0.6	-1.2	12	199	-4	3	48	-1	-4	COc1ccc(CNC(=O)CN(Cc2ccc(Cl)cc2)S(=O)(=O)c2ccccc2)cc1
1	-0.4	0.3	3	93	-3	0	-1	-4	25	CN(C)S(=O)(=O)c1ccc(NC(=O)CSc2nnc(-c3ccco3)o2)cc1
-3	0.3	1.4	3	92	-10	11	-9	4	-16	CC1CN(S(=O)(=O)c2cccc(C(=O)OCCOc3ccccc3)c2)CC(C)O1 (configuration not stated)
2	0.4	-1.8	-5	96	-3	-8	-2	2	0	CCOC(=O)CN1CCc2c(C)nc3c(-c4ccc(OC)c(OC)c4)cnn3c21
1	0.2	0.8	-8	106	-10	-1	5	6	-1	COCCN(CCOC)C(=S)Nc1ccccc1Cl
1	0.1	-0.5	2	99	-1	-1	37	-2	20	CCCN(CCC)CCN1C(=O)C2C(C(=O)Nc3cccc(SC)c3)C3C=CC2(O3)C1C(=O)NC1CCCCC1 (configuration not stated)
2	0.1	-2.6	3	93	-3	-5	-2	0	23	CC(C)CN(C(=O)COC(=O)CCCc1nc2ccccc2s1)c1c(N)n(Cc2ccccc2)c(=O)[nH]c1=O
1	0.0	-1.3	9	99	-7	-13	-5	-7	0	Cc1ccc(C)c(OCc2cc(C(=O)N3CC[C@@H]4CCCC[C@H]4C3)no2)c1
-1	-0.7	1.1	3	98	-14	4	7	0	4	CCCOc1ccc(NC(=O)C2CC(=O)N(C)C(=Nc3cccc(OC)c3)S2)cc1 (configuration not stated)
-4	0.2	1.4	7	93	1	-5	8	10	-5	CN(CC(=O)Nc1cccc(S(=O)(=O)N(C)c2ccccc2)c1)Cc1cccs1
-11	-0.1	-0.8	31*	98	-6	-6	-12	4	-10	O=C(c1cc(-c2cccc(O)c2)on1)N1CCCC1
0	0.4	-2.1	4	91	-6	2	-1	4	2	CCCOc1ccc(NC(=O)C(=O)NCCCn2ccnc2)cc1
2	0.3	1.0	3	92	1	·	-7	3	9	COc1ccc(F)cc1-c1cc(C(=O)NCc2ccccc2)[nH]n1
0	-0.2	-1.1	-6	97	-13	2	-4	3	2	O=C(O)CCC(=O)Nc1ccc(Br)cc1C(=O)c1ccc(Cl)cc1
-1	-0.1	-2.1	17	91	1	1	-6	6	-7	CC(=O)NC(Cc1ccccc1F)C(=O)NC1CCN(c2ncccc2[N+](=O)[O-])CC1 (configuration not stated)
0	-0.1	1.3	5	96	2	-1	-9	-1	12	CC1(C)Cc2c(sc3nc4n(c(=O)c23)CCC4)CO1
0	0.0	-0.4	15	101	-10	3	2	-5	0	C=CCNC(=S)NNc1nc2c(c(=O)[nH]1)C1(CCCC1)Cc1ccccc1-2
-6	-0.2	-1.1	4	98	-1	4	55	-6	-4	Cc1cc2c3c(c1)C(C)CC(C)(C)N3C(=O)C2=C(C#N)C#N (configuration not stated)
0	0.1	-1.0	2	103	6	0	0	0	6	CCOC(=O)c1nnn(-c2nonc2N)c1-c1ccccc1
2	-0.2	-1.3	6	102	-7	3	16	-8	19	Cc1noc(C)c1C(=O)NC(Cc1c[nH]c2ccccc12)C(=O)O (configuration not stated)
0	0.1	0.6	4	99	0	3	-3	3	6	C=CCn1c(SCc2ccc(F)cc2)nc2c1c(=O)[nH]c(=O)n2C
2	-0.4	0.2	4	101	-2	-14	-4	2	·	COc1ccc(NC(=O)N(C)C[C@@H]2OCc3cnnn3CCCC(=O)N([C@@H](C)CO)C[C@H]2C)c(OC)c1
2	0.3	-1.7	8	101	-4	-3	-1	-5	0	CCOC(=O)C1CCCN(C(=O)c2cnn3c(C(F)(F)F)cc(-c4ccccc4)nc23)C1 (configuration not stated)
-4	-0.2	-1.4	-1	101	5	-8	-3	-1	3	O=C1NC(=O)/C(=C\c2ccc(Oc3cnccn3)cc2)S1
1	1.9	4.9	-8	99	-1	-4	6	12	-7	COc1ccc(-c2onc(C)c2-c2cscn2)c(O)c1
1	0.3	1.3	-4	102	-13	0	1	3	-2	Cc1ccc(NC2=C/C(=N/S(=O)(=O)c3cccs3)c3ccccc3C2=O)cc1C
-1	1.0	0.8	9	95	-6	0	2	13	·	CN(CC(=O)Nc1ccc(Cl)c(C(F)(F)F)c1)S(=O)(=O)c1cnc[nH]1
-5	-0.2	17*	7	102	-2	-5	5	7	25	N#C/C(=C\c1cn(Cc2ccccc2)c2ccccc12)C(=O)NCc1ccco1
3	0.1	0.1	0	99	-3	-2	0	-6	·	CN(CC(=O)NCCC1=CCCCC1)S(=O)(=O)c1ccc2c(c1)c(=O)n(C)c(=O)n2C
7	1.0	0.6	-1	93	-1	-6	2	0	-4	Cc1ccc2nc(C3CCCN(C(=S)Nc4cccc(C)c4C)C3)[nH]c2c1 (configuration not stated)

Two compounds from above, limited to ABCB6 inh MLPCN:
compound | ABCB6 inh MLPCN
Cc1noc(C)c1C(=O)NC(Cc1c[nH]c2ccccc12)C(=O)O (configuration not stated) | 102
C=CCn1c(SCc2ccc(F)cc2)nc2c1c(=O)[nH]c(=O)n2C | 99

Next part:
Glyco luc inh	aDG glyco act	MC4R ag barr	MC4R antag cAMP	ABCB6 inh MLPCN	NOD2 RIPK2 PPI	TLR9-MyD88 inh	Granule exo inh	ABHD5 PLIN5 PPI	Vif inh	mol
2	-0.2	-2.0	8	98	-1	-7	27	-2	5	O=C(O)c1ccc(-c2nc3scc(-c4ccccc4)c3c(=O)[nH]2)cc1
-2	-0.1	0.4	7	104	-10	·	1	-8	7	O=C(Cc1ccccc1)Nc1c(Cl)ccc2nsnc12
1	0.1	-0.7	8	98	-3	-6	2	5	-3	CCN(CC)S(=O)(=O)c1cc(NC(=O)COC(=O)CCC(=O)c2ccc(F)cc2)ccc1C
5	0.1	·	·	100	-3	·	1	8	12	COc1ccc(S(=O)(=O)N(C)C[C@@H]2OCc3cn(nn3)CCCC(=O)N([C@H](C)CO)C[C@H]2C)cc1
